Assay outcomes as filed in PubChem BioAssay.
S1P2 ag = S1P2 (human) receptor agonism; S1P2-expressing cell line, agonist reporter read-out; activation, % at 4.5 µM; hit rate 0.46% among 97,000; in the data active = activation above about 16%;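 also: 0% = vehicle low control and 100% = maximal reference agonist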
S1P2 antag = S1P2 (human) receptor antagonism. cell-based S1P2 antagonist assay, inhibition at 5 uM. hit rate 0.21% among 97,000. O95136. inhibition, % at 5 µM; in the data active = inhibition above about 45%;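 also: CRE beta-lactamase reporter cells expressing human S1P2 stimulated with S1P; 0% = agonist at EC80 alone and 100% = agonist plus reference antagonist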
PTPN22 act = increases human PTPN22 phosphatase activity; Q9Y2R2; hit rate 0.11% among 96,000; activation, % at 2 µM; AID 697; recombinant LYP, DiFMUP fluorescence; 0 = plate median, 100 = signal doubled;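 active = activation at 2 µM above a set limit, the mean plus 5 SD, cut at about 37% in these data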
Target sequence (Q9Y2R2 whole entry, looked up): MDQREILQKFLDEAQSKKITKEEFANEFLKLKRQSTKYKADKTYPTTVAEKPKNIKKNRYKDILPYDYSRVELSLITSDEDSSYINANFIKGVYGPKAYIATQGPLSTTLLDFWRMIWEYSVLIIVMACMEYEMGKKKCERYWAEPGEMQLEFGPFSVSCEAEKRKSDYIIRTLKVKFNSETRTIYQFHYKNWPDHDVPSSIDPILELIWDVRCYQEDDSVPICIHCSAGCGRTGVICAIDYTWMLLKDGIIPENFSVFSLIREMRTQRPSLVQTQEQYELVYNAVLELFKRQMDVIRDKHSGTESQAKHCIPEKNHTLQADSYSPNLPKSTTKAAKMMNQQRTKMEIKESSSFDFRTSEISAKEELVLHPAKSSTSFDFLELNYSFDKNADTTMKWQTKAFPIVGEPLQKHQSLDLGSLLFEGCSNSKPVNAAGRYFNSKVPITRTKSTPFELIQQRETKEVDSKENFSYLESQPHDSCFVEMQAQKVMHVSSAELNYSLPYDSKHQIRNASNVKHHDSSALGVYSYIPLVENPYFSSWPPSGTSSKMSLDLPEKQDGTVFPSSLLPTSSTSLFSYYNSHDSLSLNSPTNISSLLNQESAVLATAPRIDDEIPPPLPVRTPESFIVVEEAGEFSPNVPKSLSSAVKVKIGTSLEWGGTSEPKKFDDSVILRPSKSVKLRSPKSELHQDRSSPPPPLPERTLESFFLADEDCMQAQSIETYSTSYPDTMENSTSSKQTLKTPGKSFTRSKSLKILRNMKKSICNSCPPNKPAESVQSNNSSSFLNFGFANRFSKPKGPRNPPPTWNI
sEH inh = soluble epoxide hydrolase (human) inhibition; inhibition, % at 2 µM; recombinant human sEH enzymatic activity assay; AID 707; hit rate 0.34% among 91,000; P34913; in the data active = inhibition above about 80%; also: values of inactives mirror those of a sister screen read the other way; many of its hits are not listed in these tables
Lung fibro prol = blocks proliferation of human lung fibroblasts | LL 47 human lung fibroblast viability, ATP luminescence; active compounds read low | viability, % at 10 µM | hit rate 1.1% among 85,000;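 active = viability at or below 50% in the single dose screen; inactive = viability above 50%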;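 also: compound exposure lasted 72 h before the ATP readout; 100% = median luminescence of untreated cell-only wells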
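Assay system: human lung fibroblast line LL 47, low passage. Input: 1,150 fibroblasts seeded per well. Times: overnight cell rest, 72 h compound treatment at 37 °C. Evaluation: % viability of median cell-only signal. Technique: luminescent ATP detection, CellTiter-Glo. Control set: cell-only wells, no compound.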
H69AR inhibit = growth inhibitors of human H69AR lung tumor cells | viability, % at 10 µM | H69AR lung tumor viability, ATP luminescence, 72 h; active compounds read low | hit rate 6% among 85,000;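 active = viability at or below 40%; inactive = viability above 40%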;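 also: multidrug resistant small cell line overexpressing MRP-1 efflux transporter; 100% = mean luminescence of untreated control wells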
HUVEC inhibit = human endothelial cell proliferation inhibition; HUVEC proliferation, CellTiter-Glo luminescence, 72 h; active compounds read low; viability, % at 10 µM (by protocol); AID 648; hit rate 1.1% among 86,000;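 active = viability at or below 30%; inactive = viability above 30%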;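 also: 100% = median luminescence of DMSO-only cell control wells on each plate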
PostGolgi ctrl = yeast control strain growth, post-Golgi counter-screen; efflux-deficient yeast background strain, growth absorbance A615, 16 h; hit rate 5% among 98,000; inhibition, % at 10 µM; in the data active = inhibition above about 30%
sEH activator = activators of human soluble epoxide hydrolase; P34913; purified human sEH enzymatic activity, activator screen; activation, % at 2 µM; hit rate 0.04% among 91,000; AID 717; in the data active = activation above about 37%; also: values of inactives mirror those of a sister screen read the other way
Starred values were filed as active, the others as inactive; · = no result given.

Compound | S1P2 ag | S1P2 antag | PTPN22 act | sEH inh | Lung fibro prol | H69AR inhibit | HUVEC inhibit | PostGolgi ctrl | sEH activator
O=C(c1cccs1)N(CC1CCCO1)c1nc(-c2ccccc2)cs1 (configuration not stated) | -4 | -23 | 4 | 1 | 94 | 80 | 103 | 12 | -3
Cn1nnc2cc(C(=O)NC(C)(C)C)ccc21 | -9 | 24 | 1 | 11 | 102 | 90 | 95 | 37* | -12
COc1cccc(-c2nc(C(N)=O)c3[nH]c(=O)n(-c4ccccc4)c3n2)c1OC | · | · | · | · | 111 | 70 | 106 | 0 | ·
Cc1ccc(NC(=O)CS(=O)CC(=O)N(CC(=O)NC2CCCC2)c2cc(C)ccc2C)cc1 (configuration not stated) | -6 | -5 | 0 | -3 | 106 | 93 | 91 | 6 | 4
O=C(c1ccco1)c1cn(CC(=O)N2CCCCC2)c2ccccc12 | -7 | 2 | -10 | -2 | 95 | 59 | 93 | 9 | 4
CC(C)(C)c1ccc(C(=O)CSc2ncn[nH]2)cc1 | -10 | 19 | 9 | 0 | 96 | 100 | 92 | 11 | -2
Cc1nn(Cc2ccccc2Cl)c(C)c1NC(=O)Cn1nc([N+](=O)[O-])c(Cl)c1C | -1 | 12 | -4 | -11 | · | · | · | 14 | 13
CCc1cc2cc(C)c(C)cc2nc1SCC(=O)NNC(=O)c1ccco1 | -8 | 14 | -4 | 7 | · | · | · | 2 | -5
c1csc(-c2csc3nc(CN4CCOCC4)nc(NCc4ccc5c(c4)OCO5)c23)c1 | -6 | -11 | 0 | · | 77 | 56 | 79 | 25 | ·
CC(=O)Nc1ccc(S(=O)(=O)NNC(=O)c2ccc(C)cc2)cc1 | 0 | -19 | 8 | 0 | · | · | · | 16 | -2
Fc1ccc(Br)cc1C1C=C(c2ccc(Br)s2)Nc2ncnn21 (configuration not stated) | · | · | · | · | 56 | 29* | 52 | 4 | ·
O=c1[nH]nc(Sc2ncnc3sccc23)n1CCc1ccccc1 | -8 | 8 | -1 | 14 | 76 | 104 | 69 | 12 | -13
CN1CCc2nc(SCCOc3ccccc3)c(C#N)cc2C1 | -3 | 2 | -8 | 4 | 97 | 68 | 96 | 6 | -1
Cc1c(=O)n(OCc2c(F)cccc2F)c2ccccc2[n+]1[O-] | 0 | 3 | -3 | -15 | · | · | · | · | 15
CCCc1cc(=O)oc2cc(OCC(=O)Nc3cc(C)on3)ccc12 | -7 | 8 | 6 | · | 112 | 86 | 98 | 0 | ·
CCN1CCN(CC(O)COc2ccc(C(C)=O)cc2)CC1 (configuration not stated) | -3 | -6 | 6 | · | 97 | 83 | 89 | 3 | ·
CCc1cc2ccccc2nc1SCC(=O)N1CCN(C(=O)c2ccco2)CC1 | · | · | · | · | 102 | 79 | 82 | 23 | ·
COC(=O)c1ccc(NC(=O)C2CCCN2S(=O)(=O)c2ccc(OC)cc2)cc1 (configuration not stated) | -4 | 1 | 6 | 14 | · | · | · | · | -11
COc1cc(C2c3c(oc4ccccc4c3=O)C(=O)N2c2ccc(C)cn2)ccc1O (configuration not stated) | -3 | 7 | -13 | -1 | 94 | 97 | 102 | 8 | 1
CC(=O)C1=C(O)C(=O)N(c2ccc(S(N)(=O)=O)cc2)C1c1ccccc1F (configuration not stated) | -6 | 20 | -4 | 8 | 95 | 86 | 101 | 7 | -8

Compound profiles, as listed above.
Cn1nnc2cc(C(=O)NC(C)(C)C)ccc21 reads S1P2 ag: -9; S1P2 antag: 24; PTPN22 act: 1; sEH inh: 11; Lung fibro prol: 102; H69AR inhibit: 90; HUVEC inhibit: 95; PostGolgi ctrl: 37*; sEH activator: -12
CN1CCc2nc(SCCOc3ccccc3)c(C#N)cc2C1 reads S1P2 ag: -3; S1P2 antag: 2; PTPN22 act: -8; sEH inh: 4; Lung fibro prol: 97; H69AR inhibit: 68; HUVEC inhibit: 96; PostGolgi ctrl: 6; sEH activator: -1

(listing goes on)
Compound | S1P2 ag | S1P2 antag | PTPN22 act | sEH inh | Lung fibro prol | H69AR inhibit | HUVEC inhibit | PostGolgi ctrl | sEH activator
Cc1ccc(S(=O)(=O)NC2=NCN(Cc3cccnc3)CN2)cc1 | -5 | 7 | 6 | · | 103 | 104 | 100 | 15 | ·
Clc1ccccc1CSC1=NCCCN1 | -2 | 19 | -3 | -9 | 97 | 96 | 95 | 2 | 7
Cc1c(C(=O)Nc2ccncc2)oc2c1C(=O)CC(C)(C)C2 | -2 | -7 | 2 | 11 | 94 | 101 | 97 | 10 | -7
COc1ccc(-n2cnc3cc(NS(=O)(=O)c4ccccc4)ccc32)cc1 | -2 | -12 | -5 | 2 | 92 | 69 | 76 | · | 3
COc1ccc(C2CC(c3cccc(C)c3)n3ncnc3N2)cc1 (configuration not stated) | -6 | -9 | 2 | 0 | 95 | 102 | 99 | -11 | -1
Nc1scc(-c2ccncc2)c1Cl | 0 | 16 | 4 | -1 | 104 | 97 | 92 | 15 | -1
CC(C)(C)OC(=O)N1CCC(C(=O)N2CCCCCC2)CC1 | · | · | · | · | 104 | 101 | 100 | 6 | ·
O=C(Nc1ccc(N2CCCCC2)c(C(=O)O)c1)c1ccco1 | -8 | -1 | -7 | -5 | 106 | 95 | 100 | 10 | 6
O=C(CN1CCOCC1)Nc1ccccc1Cl | -6 | -23 | -8 | -14 | 91 | 98 | 92 | 12 | 13
CN(C)C(=O)c1c2c(nc3ccccc13)-c1ccccc1CC2 | -5 | 8 | 6 | -4 | · | · | · | 1 | 5
Brc1c(CSc2nc3ccccc3o2)nc2ncccn12 | -2 | 4 | 9 | -5 | 94 | 90 | 101 | 9 | 4
CCCCOc1ccc(C(=O)N2CCCC2)cc1 | 1 | -13 | 3 | -19 | 94 | 82 | 84 | 8 | 17
CCCn1nc(C(=O)OCC(=O)c2ccc3c(c2)NC(=O)CO3)c2ccccc2c1=O | 0 | -18 | -8 | 1 | 98 | 94 | 89 | · | -1
OC1(c2ccccc2F)CCN(Cc2nnc(-c3ccccc3)o2)CC1 | -4 | -9 | 0 | -5 | 100 | 88 | 97 | 5 | 5
Cc1ccccc1-n1nc(C(=O)O)c(C)c(C#N)c1=O | · | · | · | · | 99 | 88 | 99 | -8 | ·
CCOc1cc(N2CCOCC2)c(OCC)cc1NC(=O)C(NC(=O)c1ccco1)C(C)C (configuration not stated) | · | · | · | · | 102 | 83 | 113 | 0 | ·
CN(c1ccccc1)S(=O)(=O)c1ccc(C(=O)OCC(=O)NCc2ccco2)cc1 | 0 | -27 | 10 | 11 | 103 | 95 | 103 | 16 | -11
Cc1ccc2nc(C3CCN(CC(=O)N4CCCCCC4)CC3)[nH]c2c1 | 1 | 18 | -8 | -15 | 97 | 89 | 88 | -4 | 16
CCN=C1SC(C(N)=O)CC(=O)N1CC (configuration not stated) | -7 | -9 | -11 | 6 | 104 | 90 | 92 | 8 | -6
Cc1cc(C)cc(-n2nnnc2SCC(=O)Nc2nc(-c3ccc(F)cc3)cs2)c1 | -1 | 5 | -3 | -1 | · | · | · | 6 | 6

Further structures
Compound | S1P2 ag | S1P2 antag | PTPN22 act | sEH inh | Lung fibro prol | H69AR inhibit | HUVEC inhibit | PostGolgi ctrl | sEH activator
O=C1SC(SCc2ccccc2)=N/C1=C\c1ccco1 | -9 | 11 | 0 | 12 | 93 | 83 | 72 | 3 | -7
N#CC1=C(SCC(=O)Nc2nccs2)NC(=O)CC1c1ccccc1 (configuration not stated) | -1 | -14 | -1 | 5 | · | · | · | 12 | -7
CCN(CC)c1ccc(NC(=O)CSc2nc3ccccc3c(=O)[nH]2)cc1 | -4 | -12 | 6 | 11 | 95 | 87 | 92 | 5 | -11
COc1ccc(N(C(=O)c2ccc(Br)o2)C2C=CS(=O)(=O)C2)cc1 (configuration not stated) | -4 | 9 | 8 | · | · | · | · | 6 | ·
CC(=O)Nc1ccc(S(=O)(=O)Nc2ccc(N3CCOCC3)cc2)cc1 | 1 | -2 | -1 | · | 101 | 90 | 98 | -5 | ·
COc1cc2c(C)nc(C)c(C#N)c2cc1OC | 21* | -37 | 5 | -6 | 95 | 74 | 92 | 5 | 2
CCOC(=O)Nc1ccc2c(c1)N(C(=O)CCN1CCN(CCO)CC1)c1ccccc1S2 | -10 | -19 | -1 | 7 | 100 | 85 | 85 | · | -2
COc1ccccc1N1CCN(C(=O)CCn2c(=O)[nH]c3ccccc3c2=O)CC1 | -7 | -2 | 3 | 12 | 112 | 103 | 110 | -7 | -9
Cc1cccc(NC(=S)N(CCc2nc3cc(C)c(C)cc3[nH]2)Cc2cccnc2)c1 | -7 | 18 | 3 | -2 | · | · | · | -4 | 2
COc1cccc(NC2=NC3(CCCCC3)N=C(N)N2)c1 | -7 | -7 | 5 | 4 | 99 | 72 | 84 | 4 | -1
COC(=O)CSc1nc(N2CCCCC2)c2c(c1C#N)CCCC2 | -4 | 5 | 4 | -9 | 102 | 47 | 89 | 38* | 9
Cn1c(OCc2ccc3c(c2)OCO3)nc2c1c(=O)n(Cc1ccc(Cl)c(Cl)c1)c(=O)n2C | -4 | 5 | 2 | -3 | · | · | · | 1 | 4
Cc1cccc(OCC(=O)Nc2ccccc2N2CCCCC2)c1 | 1 | -23 | -7 | 5 | 86 | · | 98 | 17 | -2
CC(C)C(=O)Nc1cccc(S(=O)(=O)c2cccc(NC(=O)C(C)C)c2)c1 | -6 | 10 | 9 | 5 | 103 | 80 | 120 | · | 1
CCOC(=O)c1cc2c(ccn2C)n1Cc1ccccc1C | -3 | 10 | -8 | -14 | 92 | 97 | 98 | 14 | 13
O=C(Nc1cnccn1)c1cccc(C(F)(F)F)c1 | -5 | -3 | -7 | -3 | 107 | 99 | 91 | 2 | 9
c1ccc(Nc2cc(-c3ccccc3)nc3ncnn23)cc1 | 4 | -12 | 4 | · | 96 | 69 | 103 | 15 | ·
CCOc1cc2[nH]c(=O)n(CCc3ccc(OC)c(OC)c3)c(=O)c2cc1OCC | -8 | 9 | 4 | 10 | 96 | 36* | 88 | 11 | -10
O=C(NCCCN1CCCC1=O)c1ccc2c(c1)NC(=O)C(N1CCOCC1)S2 (configuration not stated) | -9 | -2 | 7 | 76 | 105 | 96 | 95 | 9 | -76
Nc1nc(CN2CCN(Cc3ccccc3)CC2)nc(Nc2ccccc2)n1 | -7 | 12 | -9 | -3 | 100 | 94 | 93 | -5 | 6

(more compounds)
Compound | S1P2 ag | S1P2 antag | PTPN22 act | sEH inh | Lung fibro prol | H69AR inhibit | HUVEC inhibit | PostGolgi ctrl | sEH activator
O=C(NCCc1ccncc1)Nc1ccccc1 | -6 | 12 | -4 | 5 | 93 | 84 | 103 | -6 | -7
O=C(c1ccccc1)N1CC(COc2ccccc2)OC(c2cccnc2)O1 (configuration not stated) | -10 | 14 | -1 | · | 102 | 90 | 107 | 31* | ·
Cc1nn(Cc2ccccc2Cl)c(Cl)c1/C=C/C(=O)OCC(=O)NC(N)=O | -5 | -8 | 0 | 4 | 94 | 100 | 98 | 15 | -1
COc1ccccc1-c1c(C)c(C)nc(N)c1C#N | -6 | -10 | 8 | 9 | 107 | 84 | 104 | 5 | -9
CC(=O)Oc1c2occc2cc2ccc(=O)oc12 | -1 | -7 | 5 | 0 | 104 | 97 | 108 | -7 | -1
COC(=O)CSc1nc2sc(C)c(C)c2c(=O)n1C | -1 | -4 | 2 | -12 | 93 | 100 | 97 | 23 | 10
C=CCO/N=C(/C)c1c(O)c(CC)c(-c2ccccc2)n(-c2ccccc2)c1=O | -2 | -7 | -7 | 3 | 100 | 82 | 104 | · | -1
Cc1ccc(Cl)cc1Nc1nc(-c2sc(NC(=O)c3ccccc3)nc2C)cs1 | -10 | -10 | -19 | 67 | · | · | · | 1 | -65
CC1(c2ccccc2)NC(=S)N2C1NC(=S)N2c1ccccc1 (configuration not stated) | -7 | 2 | 1 | -8 | 97 | 86 | 75 | 3 | 7
Cc1[nH]nc(Nc2ccccc2)c1[N+](=O)[O-] | -1 | 7 | 3 | 17 | · | · | · | 3 | -16

An excerpt, so the mix of outcomes need not match the whole.
